Compound activity (PubChem)
TCR-CD3 inh = inhibitors of human TCR-CD3 interaction, primary screen, biochemical, fluorescence, TAMRA-labeled TCR probe. inhibition, % at 9.4 µM. hit rate 0.37% among 360,000. T-cell receptor (TCR); in the data active = inhibition above about 19%;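 also: recombinant mutant TCR 2C K166C tagged with TAMRA read by polarization; 0% = receptor in buffer alone and 100% = receptor with positive control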
DDE Tn7 FP inh = inhibitors of Tn7 peptide binding to fibrin DD(E), primary screen, biochemical, fluorescence polarization, human fibrin, Tn7 probe. Fibrinogen beta chain (Homo sapiens), P02675. hit rate 0.13% among 370,000. FP displacement of FITC-Tn7 peptide from fibrin DD(E); 0% = median of compound wells per plate. AID 720508, 2013. inhibition, % at 8.3 µM;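 active = inhibition above the mean of compounds falling within the control limits plus 3 SD of them, cut at about 14% in these data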;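 also: 0% = plate median of compound wells and 100% = 10 µM Aha-Tn7 peptide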
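system = human fibrin DD(E) protein | quantity = DD(E) 2 µM final | medium = Tris/NaCl/CaCl2 buffer, pH 7.8 | also added = labelled Tn7 tracer, 0.1 µM | compound dosing = single point at 8.3 µM | timing = compound with protein 10 min, then 3 h after probe, room temperature | signal = FP measurement | benchmarks = Aha-Tn7 high control | repeats = one replicate per compound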
TDP2 inh = human TDP2 enzyme inhibitors, primary screen, biochemical, epi absorbance, recombinant enzyme; Tyrosyl-DNA phosphodiesterase 2 (Homo sapiens), O95551; T5PNP hydrolysis, p-nitrophenol absorbance 415 nm; inhibition, % at 12.8 µM; hit rate 0.34% among 370,000; AID 720702, 2013;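 active = inhibition above the mean of all tested compounds plus 3 SD, set per campaign, cut at about 25% in these data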;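 also: 0% = DMSO with enzyme and 100% = buffer with substrate but no TDP2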
Target sequence (O95551 whole entry, looked up): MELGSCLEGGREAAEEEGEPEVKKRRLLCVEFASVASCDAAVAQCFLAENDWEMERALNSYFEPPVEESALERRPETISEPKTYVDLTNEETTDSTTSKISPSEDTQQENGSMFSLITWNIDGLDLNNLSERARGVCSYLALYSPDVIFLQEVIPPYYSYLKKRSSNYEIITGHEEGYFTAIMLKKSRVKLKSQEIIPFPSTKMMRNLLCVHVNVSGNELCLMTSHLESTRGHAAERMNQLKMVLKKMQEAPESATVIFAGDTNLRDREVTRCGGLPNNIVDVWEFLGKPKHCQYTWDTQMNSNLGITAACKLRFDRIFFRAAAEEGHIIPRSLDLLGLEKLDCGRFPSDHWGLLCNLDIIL
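Incubation: 2 h at 37 °C; Test system: recombinant human TDP2; Quantity: enzyme 120 nM; Read-out basis: percent inhibition; Medium: 50 mM Tris-HCl pH 7.5 with Mg2+, KCl, DTT, BSA; Repeats: single replicate; Compound: 12.8 µM single point, 1% DMSO; Signal: epi absorbance; Reagent: 5 mM T5PNP chromogenic substrate; Benchmarks: no-enzyme high, DMSO-plus-enzyme low.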
SIAE primary = human SIAE inhibitors, primary screen, biochemical, fluorescence polarization, FP-Rh probe, 1536-well HTS; Sialate O-acetylesterase (Homo sapiens), Q9HAT2; SIAE FP-Rh probe binding; inhibition, % at 9.66 µM; hit rate 0.69% among 370,000;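 active = inhibition above a cutoff: mean of compounds within the control limits plus 3 SD of those, cut at about 17% in these data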;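 also: 0% = plate median of compound wells and 100% = probe without SIAE protein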
Target sequence (Q9HAT2 whole entry, looked up): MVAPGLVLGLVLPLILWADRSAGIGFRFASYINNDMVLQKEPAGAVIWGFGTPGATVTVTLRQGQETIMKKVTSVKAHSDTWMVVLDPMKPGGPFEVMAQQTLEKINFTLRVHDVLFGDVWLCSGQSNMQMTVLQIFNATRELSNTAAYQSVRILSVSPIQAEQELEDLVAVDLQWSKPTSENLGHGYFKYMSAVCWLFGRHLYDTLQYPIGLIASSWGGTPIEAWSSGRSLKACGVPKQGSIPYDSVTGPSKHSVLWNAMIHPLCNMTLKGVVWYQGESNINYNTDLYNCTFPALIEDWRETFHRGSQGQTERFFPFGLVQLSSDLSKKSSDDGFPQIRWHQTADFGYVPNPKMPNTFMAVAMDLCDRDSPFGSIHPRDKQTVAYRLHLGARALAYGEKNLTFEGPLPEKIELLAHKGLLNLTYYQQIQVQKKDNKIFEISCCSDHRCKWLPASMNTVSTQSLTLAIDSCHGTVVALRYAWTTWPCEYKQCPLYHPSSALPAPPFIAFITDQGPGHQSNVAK
KLK7 zymogen act = proKLK7 zymogen activators, primary screen, biochemical, fluorescence intensity. hit rate 0.9% among 370,000. Kallikrein-7 (Homo sapiens), P49862. AID 652039, 2013. activation, % at 7 µM. purified proKLK7, EDANS-DABCYL substrate fluorescence; 100% is mature enzyme control, 0% vehicle;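 active = activation above the mean of all tested compounds plus 3 SD, computed per campaign excluding outliers beyond control limits, cut at about 13% in these data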
PRMT1 FP inh = PRMT1 methyltransferase inhibitors, primary screen, biochemical, fluorescence polarization; Protein arginine N-methyltransferase 1 (Homo sapiens), Q99873; recombinant PRMT1, activity-based probe fluorescence polarization; inhibition, % at 2.79 µM; hit rate 1.3% among 370,000;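 active = inhibition above about 21% made by adding two undisclosed values, limit read from the data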
DDE Tn6 FP inh = inhibitors of Tn6 peptide binding to fibrin DD(E), primary screen, biochemical, fluorescence polarization, human fibrin, Tn6 probe; Fibrinogen beta chain (Homo sapiens), P02675; Fibrin DD(E) TRITC-Tn6 fluorescence polarization displacement; inhibition, % at 8.3 µM; hit rate 0.21% among 370,000; AID 720509, 2013;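 active = inhibition above a per-campaign cutoff: mean of compounds within control limits plus 3 SD, cut at about 15% in these data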;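 also: 0% = median of all compound wells on the plate and 100% = blocking peptide control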
MBD2 inh = inhibitors of MBD2 binding to methylated DNA, primary screen, biochemical, TR-FRET, DNA-binding domain, human; Methyl-CpG-binding domain protein 2 (Homo sapiens), Q9UBB5; inhibition, % at 4.4 µM; MBD2 binding to methylated oligonucleotide; hit rate 0.31% among 370,000; in the data active = inhibition above about 13%
LEDGF integ inh = blockers of LEDGF/p75-dependent integrase strand transfer – biochemical, TR-FRET, high throughput, primary screen. HIV-1 integrase (with human LEDGF/p75). TR-FRET IN-LEDGF/p75 DNA integration, Eu/Cy5. inhibition, % at 3.7 µM. hit rate 0.64% among 370,000. AID 743269, 2014;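 active = inhibition above the screen-wide mean plus 3 SD, cut at about 13% in these data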;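 also: signal is the Cy5 over europium emission ratio at 671 and 618 nm; 0% = plate median of compound wells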
UHRF1 MBD2 ctr = UHRF1 methylated DNA binding inhibitors, primary screen, counter-screen for MBD2 inhibitor project, biochemical, TR-FRET, human UHRF1, single concentration. hit rate 0.75% among 370,000. inhibition, % at 4.4 µM. UHRF1 binding to methylated oligo; in the data active = inhibition above about 21%;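 also: UHRF1 SRA domain binding a hemimethylated CpG hairpin DNA probe; 0% = median of test compound wells and 100% = reference inhibitor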
Starred values were filed as active, the others as inactive. Not a hit list, and some 4.6% of all compounds hit somewhere here.

SMILES	TCR-CD3 inh	DDE Tn7 FP inh	TDP2 inh	SIAE primary	KLK7 zymogen act	PRMT1 FP inh	DDE Tn6 FP inh	MBD2 inh	LEDGF integ inh	UHRF1 MBD2 ctr
FC(F)(F)c1ccncc1-c1nnc(C2CCCCC2)o1	-1	1	-5	-5	0.3	1	-3	0	-3	-2
CCn1c(=O)c2c(nc(SCC(=O)N3CCCC(C)C3)n2C)n(C)c1=O (configuration not stated)	1	1	5	-8	0.3	-2	3	1	-3	0
Cc1ccc(-c2nnc(N3CCN(CCO)CC3)c3ccccc23)cc1	1	7	3	1	0.2	-2	-5	1	-5	-2
CC(C)(C)CC(=O)Nc1nnc(SCC(=O)N2CCCCC2)s1	-8	2	1	6	-0.2	-2	4	2	1	3
CC1CCCN(c2nc3c(c(=O)[nH]c(=O)n3C)n2CCCc2ccccc2)C1 (configuration not stated)	5	-4	4	18*	-0.6	-3	3	-1	-2	-3
O=C(NN1CCOCC1)c1cccc2ccccc12	-7	2	-11	-2	-0.7	2	-6	-2	-2	6
COCCNC(=O)CCc1nc2cccnc2n1Cc1ccc(OC)cc1	6	-4	4	0	0.3	-1	-1	0	3	-4
Cc1cc(=O)oc2cc(OCC(=O)OCC(=O)Nc3ccc(C(N)=O)cc3)ccc12	-1	1	18	8	7.1	2	2	4	-1	14
Cc1onc(-c2c(F)cccc2Cl)c1C(=O)Nc1sc2c(c1C#N)CCC(C(C)(C)C)C2 (configuration not stated)	5	-2	0	5	-0.7	-2	-2	-1	1	0
CCc1nnc(NS(=O)(=O)c2ccc(N=Cc3c(C)[nH]n(-c4ccc(C)cc4)c3=O)cc2)s1	3	4	4	7	-0.1	-2	-2	-5	8	-10
CCOc1ccccc1-c1cc(-c2ccc(OC)cc2)nc2c1c(=O)n(C)c(=O)n2C	4	-5	-12	-6	-0.7	-5	3	1	-2	1
Cc1c(CNCCc2ccccc2Cl)c(C(=O)O)c(C)n1-c1ccccc1	-3	0	-7	5	-0.7	4	-10	4	1	2
Nc1c(C(=O)O)ccc2c1C(=O)c1ccccc1C2=O	8	3	11	-17	0.1	2	15	-2	-1	-10
CC(C)NC(=O)NC(=O)COC(=O)Cc1c(F)cccc1Cl	-7	0	-5	-10	-0.6	3	-5	-2	0	0
CN(C)CCCN(C(=O)c1cc2ccccc2oc1=O)c1nc2ccc(F)cc2s1	1	2	-4	3	-0.3	-4	-5	-4	1	-1
O=C(Nc1ccc(N2CCOCC2)c(Cl)c1)c1ccc(Cl)cc1	5	4	9	3	-0.5	3	-6	4	-1	1
c1ccc(COc2ccc(CNCc3cccnc3)cc2)cc1	7	-5	-1	5	-0.2	1	1	-8	5	-2
CCn1c(=O)cc(OCC(=O)N2CCc3ccccc32)c2ccccc21	-2	-3	7	-12	-0.1	1	6	0	1	6
NCCCC(=O)O	4	-3	-1	-4	0.2	-2	0	0	-1	-1
CCN(CC)CCn1c2c(c(SCC(=O)Nc3cc(C)cc(C)c3)nc1=O)CCC2	6	-2	-2	6	-0.7	-5	6	1	-2	0

Part of the list above, with two lines to a compound:
Values in the order – TCR-CD3 inh | DDE Tn7 FP inh | TDP2 inh | SIAE primary | KLK7 zymogen act | PRMT1 FP inh | DDE Tn6 FP inh | MBD2 inh | LEDGF integ inh | UHRF1 MBD2 ctr
CN(C)CCCN(C(=O)c1cc2ccccc2oc1=O)c1nc2ccc(F)cc2s1
    1 | 2 | -4 | 3 | -0.3 | -4 | -5 | -4 | 1 | -1
O=C(Nc1ccc(N2CCOCC2)c(Cl)c1)c1ccc(Cl)cc1
    5 | 4 | 9 | 3 | -0.5 | 3 | -6 | 4 | -1 | 1

Continued:
SMILES	TCR-CD3 inh	DDE Tn7 FP inh	TDP2 inh	SIAE primary	KLK7 zymogen act	PRMT1 FP inh	DDE Tn6 FP inh	MBD2 inh	LEDGF integ inh	UHRF1 MBD2 ctr
O=c1c2cc([N+](=O)[O-])ccc2nc2n1CCCC2	-6	-2	15	0	-0.2	-1	-6	-2	3	-4
CCN(C[C@H]1N[C@@](CC)(C(=O)OC)[C@H]2C(=O)N(C)C(=O)[C@@H]12)C(=O)Nc1ccc(Cl)cc1	0	2	7	-2	-0.4	-1	-4	-1	-1	15
O=C(c1ccco1)N1CCN(C(c2ccccc2F)c2nnnn2CC2CCCO2)CC1 (configuration not stated)	-2	3	-1	8	-0.3	-2	1	-4	3	0
COc1cc(Cn2c3ccc(NC(=O)CCc4ccc(O)cc4)cc3c(=O)n2C)ccc1F	1	1	6	13	13*	0	-6	0	-3	-2
CC(=O)N1CC=CC1(CC(C)C)C(=O)NCCN1CCOCC1 (configuration not stated)	1	2	6	4	0.5	-5	-3	-3	-2	-3
CCn1nc(C)c(CNC(=O)c2cc(COc3ccc(C)nc3)on2)c1C	-2	1	0	1	-0.6	5	-2	4	0	5
Cc1ccc(C(=O)NC(=S)NCc2ccccc2)cc1Br	7	4	11	-11	1.0	-4	0	2	2	-1
O=C(NCC(F)(F)F)c1ccc(S(=O)(=O)NCCc2ccc3c(c2)OCCO3)cc1	-3	5	-1	4	-0.7	1	0	5	-4	1
CCCc1nc2ccc(NC(=O)NCCC(=O)OCC)cc2c(=O)n1Cc1ccc(Cl)cc1	5	-5	-4	-7	0.2	-2	5	-3	-2	0
COc1cc(-c2ccc(NC(=O)NC3CC3)c(OC)c2)ccc1NC(=O)NC1CC1	-2	-3	-5	-2	3.1	0	-4	5	-1	15
O=C(CCc1nc2ccccc2c(=O)[nH]1)OCC(=O)c1ccc(C2CCCCC2)cc1	0	5	-11	2	0.7	-2	4	-4	-2	-4
COc1ccc(C2OC(=O)CC2C(=O)NCc2ccc(F)cc2)cc1OC (configuration not stated)	2	3	-9	6	0.2	-2	1	-6	-1	-2
CCCC(CCC)=NNC(=O)c1ccccc1F	2	-4	5	4	-2.2	-1	2	-5	-3	-1
COc1ccc(S(=O)(=O)N(C)C)cc1NC(=O)Cc1cccs1	1	-2	6	4	0.6	-5	-1	-3	5	0
CC(=O)N1C(C)c2ccccc2C(C)(C)CC12CCCCC2 (configuration not stated)	6	7	0	2	0.2	0	-1	2	-1	-1
COc1ccccc1N1CCN(CCS(=O)(=O)c2cc(Cl)ccc2Cl)CC1	-6	-5	-5	-3	0.1	0	11	1	4	-1
NC(=O)C1(N2CCCCC2)CCN(C(=S)Nc2ccccc2)CC1	-8	-6	6	4	-0.3	-3	9	2	0	-3
O=C(CSc1cccc2cccnc12)N/N=C/c1cccnc1	7	-1	1	0	-0.7	5	3	-8	-3	-19
COc1ccc(Nc2nc(N)c([N+](=O)[O-])c(NC3CCCCC3)n2)cc1	-7	5	-27	15	1.0	3	-10	-1	3	1
COC(=O)C1C2C=CC3(CN(CC4CCCO4)C(=O)C13)O2 (configuration not stated)	-3	-3	-9	-1	-0.1	0	-3	-2	-1	-2
Cc1cc(NC(=O)CSc2nc(N)c(NC(=O)c3ccco3)c(=O)[nH]2)no1	3	5	5	1	0.6	-1	2	0	-3	1
COc1cc(CCC(=O)Nc2cnc3ccccc3c2)cc(OC)c1OC	-13	0	-5	-2	0.6	6	8	3	-4	2
CCOC(=O)C1Nc2ccc(C(F)(F)F)cc2C2C=CCC12 (configuration not stated)	-4	-4	1	2	-5.0	6	3	-8	4	-3
COc1cc(/C=C/C(=O)OCC(=O)N2CCCC2)cc(OC)c1OC	7	0	-8	6	2.9	0	3	1	-5	-3
CCOC(=O)Cn1c(-c2ccccn2)nc2ccccc21	5	-2	7	0	0.7	-4	0	4	-1	-2
CC(C)CC(=O)NC(=S)Nc1ccccc1C(F)(F)F	2	1	-3	-5	-0.5	-2	0	1	-2	3
O=C(Cc1ccccc1)N1O[C@H]2C=C[C@@H]1CC2	1	4	-2	2	0.6	-1	1	-7	0	-3
NC(=O)CC(NC(=O)c1ccccc1)c1ccc(NCc2ccccc2)c([N+](=O)[O-])c1 (configuration not stated)	1	7	8	0	-0.2	-1	3	-5	-1	-7
CCCCNC(=O)CSc1nc2cc3c(cc2c(=O)n1CCCC(=O)NCCc1ccc(OC)c(OC)c1)OCO3	-2	-2	-7	-14	-0.3	7	-11	7	3	7
COc1ccc(OC)c(NC(=O)C23CCC(C)(C(=O)O2)C3(C)C)c1 (configuration not stated)	3	5	3	-2	0.3	1	5	-1	-1	-2
CC(=O)Nc1ccc(C(=O)N/N=C/c2ccccc2OCc2ccccc2)cc1	6	-10	1	-44	0.4	0	-11	-2	5	-1
CC(c1nc2ccccc2[nH]1)n1c(=O)c(-c2cccs2)nc2ccccc21 (configuration not stated)	1	3	8	-8	190*	1	1	-3	-1	2
Cc1nc(NS(=O)(=O)c2ccccc2)sc1C(=O)NNS(=O)(=O)c1ccccc1	3	2	0	5	0.5	4	2	4	-8	4
O=C(Nc1ccc(-c2noc(-c3ccccc3F)n2)cc1)c1cccs1	-2	-2	-2	-4	-0.1	2	-1	-3	-3	3
CCN(C(=O)CSc1nc2scc(-c3ccccc3)c2c(=O)n1C)C1CCS(=O)(=O)C1 (configuration not stated)	-1	-3	6	5	0.3	1	11	-3	-1	1
N=c1ccn(CC(=O)c2ccc(-c3ccccc3)cc2)cc1	1	1	-4	-1	-0.1	0	-8	1	3	-1
CCOC(=O)C1=C(C)NC(C)=C(C(=O)OCC)C1c1ccc(OC)c(OC)c1	0	0	14	4	1.5	-1	-5	-3	3	8
O=C(Nc1cc(S(=O)(=O)N2CCOCC2)ccc1N1CCCC1)c1ccc2c(c1)S(=O)(=O)c1ccccc1C2=O	-4	-2	-5	5	-0.7	21	1	7	0	4
COc1ccc(CCNc2nc(-c3ccc(O)cc3)cs2)cc1OC	0	7	5	9	0.0	-3	1	-13	1	-3
O=C1NC(=S)N/C1=C/c1cccc2ccccc12	1	8	-5	-2	1.3	2	-3	-1	-2	-3
Cc1ccc(-c2nnc(/C=C/c3ccccc3)o2)cc1	-1	-5	-12	-2	-0.4	-1	6	1	-4	14
COCCNC(=O)COc1ncnc2ccc(Br)cc12	2	4	12	-4	0.5	5	11	4	-3	1
